POLK inh: inhibitors of human DNA polymerase kappa; Q9UBT6; purified Pol kappa, fluorescent DNA synthesis assay, 10 min; Potency, µM (titrated, usually from 107 µM), for inactives: at the top dose activity, negative = inhibition, hits mostly inhibitors; hit rate 0.53% among 400,000; note: potency is the fitted concentration of half-maximal effect; % is set by controls: 0 for no effect and ±100 for the full control effect
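Kinetic fluorescence screen: compound preincubated 15 min RT with 10 nM enzyme; 50 nM substrate (final) initiates; reads at 0/10 min.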
Apoferritin bind: candidate novel general anesthetic via apoferritin binding; P02791; apoferritin/1-aminoanthracene competitive binding, fluorescence; Potency, µM (series often up to 77.5 µM), for the others: at the top dose activity change, negative = displacement, most hits filed as inhibitors; hit rate 0.074% among 350,000; AID 485281; note: potency is the fitted concentration of half-maximal effect; % is set by controls: 0 for no effect and ±100 for the full control effect; nearly all actives have a fitted effect of over 20% in size
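Horse-spleen apoferritin (10 uM) was mixed with 50% saturated 1-aminoanthracene in PBS, exposed to compounds for 10 min at room temperature, and read for fluorescence (ex 380 nm, em 535 nm). Competitive displacement was fitted with a four-parameter Hill equation.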
APE1 inh: inhibitors of human APE1 endonuclease | hit rate 0.35% among 350,000 | Potency, µM (doses to about 65.8 µM), for the others: at the highest dose activity change, negative = inhibition, hits mostly inhibitors | P27695 | recombinant APE1, TAMRA/BHQ-2 abasic DNA cleavage fluorescence;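 note: potency is the fitted concentration of half-maximal effect; plate controls were vehicle for no effect and reference inhibitor for full effect; nearly all actives have a fitted effect of over 55% in size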
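Readout is kinetic fluorescence (ex 525, em 598 nm) from cleavage of 50 nM TAMRA/BHQ-2 THF abasic duplex by 0.75 nM APE1, compound added 15 min beforehand at RT.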
ERG-DNA inh: ERG Ets/DNA interaction inhibition; fluorescence polarization, His-ERG Ets domain / labelled DNA; Potency, µM (doses to about 76.9 µM), without a hit: at the top dose FP activity, negative = inhibition, most hits filed as inhibitors; hit rate 0.028% among 370,000; active = well fitted inhibition curve with a large enough effect in the polarisation, with a control signal flat; inconclusive = small, poorly fitted or top-dose-only effect, or effect the other way, or a change in a side signal; inactive = no such curve, though single readings can be large or run the other way; the % refers to the polarisation;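 note: polarization taken with two DNA probes labelled with fluorescein and Texas red; potency is the fitted concentration of half-maximal effect; % of control where 0% means no effect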
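His-tagged ERG Ets domain (1 uM in the protein solution; 300mM KCl, 50mM Tris-HCl, 1mM EDTA, 1mM DTT, pH 7.5) received compound, then a probe mix of 5 nM fluorescein-DNA and 100nM Texas-615-DNA. Fluorescence polarization was read for both dyes.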
Pol eta inh: inhibitors of human DNA polymerase eta; recombinant Pol eta, fluorescent DNA replication assay; Potency, µM (series often up to 114 µM), inactives show top-dose activity change, negative = inhibition, actives largely listed as inhibitors; hit rate 1.2% among 390,000; Q9Y253; note: potency is the fitted concentration of half-maximal effect; % is set by controls: 0 for no effect and ±100 for the full control effect
Target sequence (Q9Y253 whole entry, looked up): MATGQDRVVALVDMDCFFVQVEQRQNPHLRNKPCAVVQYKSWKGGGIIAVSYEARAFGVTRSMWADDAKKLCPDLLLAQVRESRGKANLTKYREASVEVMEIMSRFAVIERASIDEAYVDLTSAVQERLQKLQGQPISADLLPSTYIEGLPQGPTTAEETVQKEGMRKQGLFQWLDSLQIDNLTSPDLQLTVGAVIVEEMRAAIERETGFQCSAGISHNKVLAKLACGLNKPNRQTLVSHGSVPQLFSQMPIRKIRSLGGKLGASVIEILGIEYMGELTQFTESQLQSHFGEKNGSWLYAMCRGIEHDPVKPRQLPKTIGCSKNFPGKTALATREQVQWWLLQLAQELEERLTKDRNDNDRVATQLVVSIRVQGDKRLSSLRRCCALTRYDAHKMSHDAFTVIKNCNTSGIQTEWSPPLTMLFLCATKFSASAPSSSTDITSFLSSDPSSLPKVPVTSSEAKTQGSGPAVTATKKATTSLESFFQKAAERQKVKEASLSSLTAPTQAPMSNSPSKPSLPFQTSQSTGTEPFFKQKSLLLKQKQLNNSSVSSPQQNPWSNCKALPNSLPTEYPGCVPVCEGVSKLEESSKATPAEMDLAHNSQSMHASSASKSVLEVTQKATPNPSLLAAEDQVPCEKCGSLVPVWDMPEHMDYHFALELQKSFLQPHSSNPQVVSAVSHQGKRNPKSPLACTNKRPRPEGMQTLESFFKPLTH
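Fluorescent replication assay: 50 nM final substrate added after a 15 min room-temperature compound preincubation with 10 nM enzyme. Signal taken at 0 min and again at 10 min.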
POLB inh: inhibitors of human DNA polymerase beta; hit rate 1.3% among 340,000; P06746; Pol beta primer extension/strand displacement, fluorescence kinetic; Potency, µM (series often up to 114 µM), for the others: at the top dose activity change, negative = inhibition, actives largely listed as inhibitors; AID 485314; note: potency is the fitted concentration of half-maximal effect; % is set by controls: 0 for no effect and ±100 for the full control effect
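Human Pol beta at 10 nM; strand-displacement substrate 50 nM final. Compound exposure 15 min at room temperature before start, reaction 10 min at room temperature.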
LDHA inh: blocks human lactate dehydrogenase A; purified LDHA, NADH/diaphorase-resazurin fluorescence; stronger effect = lower value; activity change, % (values are at about 110 or 230 µM); hit rate 0.15% among 480,000; AID 1347041; in the data active = activity change below about -30%; inconclusive = mostly about -25% to -30%;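 note: plate controls were DMSO wells for no effect and wells without enzyme for full effect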
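Resorufin fluorescence (ex540/em590), read at 0 and 20 min after diaphorase/resazurin addition, reports the NADH left after a 5 min room-temperature reaction of 2 nM human LDH5 with 0.06 mM NADH and 0.2 mM pyruvate.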
RGS4 inh: human RGS4 inhibition; Transcreener GDP fluorescence polarization, RGS4-accelerated GTP hydrolysis; Potency, µM (series often up to 114 µM), for inactives: at the highest dose activity change, negative = inhibition, actives largely listed as inhibitors; hit rate 0.039% among 390,000; note: potency is the fitted concentration of half-maximal effect; % is set by controls: 0 for no effect and ±100 for the full control effect; nearly all actives have a fitted effect of over 75% in size; some results filed as inactive show a strong effect at the top dose
Target sequence (P49798 whole entry, looked up): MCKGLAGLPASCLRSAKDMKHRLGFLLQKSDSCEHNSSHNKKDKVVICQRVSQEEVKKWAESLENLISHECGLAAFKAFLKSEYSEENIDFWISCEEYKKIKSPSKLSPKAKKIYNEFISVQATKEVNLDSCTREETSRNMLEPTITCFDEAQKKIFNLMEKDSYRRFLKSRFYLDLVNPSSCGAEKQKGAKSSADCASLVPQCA
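MLSMR compounds (23 nl, pin-transferred) preincubated 10 min at room temperature with a 500nM (2x) first reagent, then RGS4 at 900nM (2x) plus Transcreener GDP mix added; fluorescence polarization (620/688 nm) read before and after 90 min at 30 °C.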
12-LOX inh: inhibitors of human 12S-lipoxygenase ALOX12. Potency, µM (top dose mostly 108 µM), inactives show at the top dose activity change, negative = inhibition, most hits filed as inhibitors. AID 1671190. hit rate 1.1% among 580,000. P18054. purified 12hLO, xylenol orange hydroperoxide absorbance; note: potency is the fitted concentration of half-maximal effect; % is set by controls: 0 for no effect and ±100 for the full control effect
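Hydroperoxide product was detected by ferrous iron/xylenol orange as the 573 to 405 nm absorbance ratio. Arachidonic acid at 40 uM (final) was turned over for 30 min at room temperature by 150 nM human 12hLO, pH 7.0 Hepes buffer, after 15 min compound preincubation.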
* = called active by the depositor; ? = inconclusive; nt = not tested or not shown; & = joins results of further samples; ! = a repeat was not active; [ ] = dose if it differs, or a comment. Unless noted, calls come from the whole dose curve; as a rule, active = well fitted curve in the direction sought with a large enough effect; inconclusive = small, poorly fitted or top-dose-only effect, or another doubt; inactive = no such curve, though single readings can be large; an effect the other way counts as inactive or inconclusive. A portion of the library; the hit share may differ from the screen's.

No.	SMILES	POLK inh	Apoferritin bind	APE1 inh	ERG-DNA inh	Pol eta inh	POLB inh	LDHA inh	RGS4 inh	12-LOX inh
1	CCOc1ccccc1C(=O)OCC(=O)NCCNC(=O)COC(=O)c1ccccc1OCC	1%	2%	?	-8%	-20%	2%	-6	-37%	10%
2	CC(=O)Nc1ccc(S(=O)(=O)NCC(=O)NC(C)c2ccc(S(N)(=O)=O)cc2)cc1 (centres undefined)	-1%	11%	-5%	7%	-15%	58%	-4	-13%	5%
3	O=S(=O)(c1cccc2cccnc12)N1CCN(c2ccccc2)CC1	-8%	-18%	3%	2%	-14%	2%	5	-7%	-3%
4	CCOc1ccccc1NC(=O)C(C)Sc1nc2c(c(=O)[nH]1)CCCC2 (centres undefined)	-3%	-4%	nt	1%	nt	6%	0	-10%	-19%
5	O=C1C(c2ccc(F)cc2)N(Cc2ccc3c(c2)OCO3)C(=O)CN1C1CCCCCC1 (centres undefined)	-16%	-10%	?	-3%	-13%	-2%	-1	25%	1%
6	C/C(=N\NC(=O)c1cccs1)C(C)(C)C	-3%	-3%	6%	-2%	-23%	30%	-1	?	?
7	CC(C)OC(=O)CN1CCN(C2c3ccccc3-c3ccccc32)CC1	-10%	-20%	?	-4%	-18%	8%	0	-21%[11.4 µM]	0%
8	CC1CCCN(c2nc3ccccc3nc2C(C#N)S(=O)(=O)c2ccccc2)C1 (centres undefined)	3%	6%	-9%	-6%	-10%	58%	8	-14%	?
9	O=C(Nc1ncc2c(n1)CC(c1ccc(Cl)cc1)CC2=O)c1ccco1 (centres undefined)	3%	5%	0%	-12%	-4%	6%	1	-24%	-5%
10	Cc1onc(-c2ccccc2)c1C(=O)Nc1nc(-c2cc(F)ccc2F)cs1	-4%	-10%	?	-5%	-20%	17%	2	-2%	?
11	CC1=NC(C)(C)Cc2ccccc21	9%	-8%	0%	-1%	-5%	11%	-5	2%	0%
12	O=C(NC1CCCCC1)[C@H](CSCc1ccccc1)N1Cc2ccccc2C1=O	-9%	78%[activator]	?	-6%	-28%	10%	-4	-13%	-20%
13	CC(C)(C)c1nnc(NC(=O)CS(=O)(=O)Cc2ccccc2)s1	-10%	-21%	-9%	1%	-3%	-26%	8&-9	-20%	40µM*!
14	O=S1(=O)CCN2C=C(Br)C=C(Br)C2=N1	-3%	-3%	-2%	-2%	-3%	9%	-5	-17%	-2%
15	CCCc1cc(=O)[nH]c(SCC(=O)Nc2ccc(Cl)c(S(=O)(=O)N3CCOCC3)c2)n1	2%	nt	3%	14%	-21%	nt	-2	-4%	-12%
16	COc1ccc(NC(=O)c2cc3c(COC(C)=O)cnc(C)c3oc2=Nc2cccc(C(=O)O)c2)c(OC)c1	-6%	3%	-8%	-9%	3.2µM*	-26%	-1	-3%	nt
17	COc1ccccc1N1CCN(c2ccc([N+](=O)[O-])cn2)CC1	7%	-13%	16%	-9%	-8%	11%	0	-26%	2%
18	O=C1C2ON(c3ccccc3)C(c3ccncc3)C2C(=O)N1c1ccc(Br)cc1 (centres undefined)	-17%	?	2%	3%	-16%	-11%	1	-14%	-38%
19	COc1cccc(NC(=O)c2cc3ccccc3cc2OC)c1	-6%	1%	-15%	6%	-16%	?	-3	8%	309%[activator]
20	O=C(CN1CCCCCC1)N1c2ccccc2Sc2ccccc21	2%	-17%	4%	7%	-22%	-21%	-7	-21%	?
21	CC(C)CC(COCc1cccc(Cl)c1)N1CCN(C(=O)c2cccc(C(F)(F)F)c2)CCC1=O (centres undefined)	-1%	?	?	10%	-11%	-1%	1	-4%	-20%
22	O=S(=O)(NC1CCCCC1N1CCN(c2cccc(Cl)c2)CC1)c1ccccc1 (centres undefined)	-12%	13%	-9%	11%	-9%	5%	0	7%[56.9 µM]	nt
23	COc1cc2c(cc1OC)C(c1ccncc1)CC(=O)N2 (centres undefined)	-8%	33%[activator]	-5%	1%	-16%	3%	-4	14%	-2%
24	CC(=O)Nc1ccc(S(=O)(=O)NCCC(=O)OCC(=O)NC(C)c2ccc(Cl)cc2)cc1 (centres undefined)	-5%	nt	nt	3%	-2%	nt	-8	14%	159%[activator]
25	O=S(=O)(/C=C/c1ccccc1)N1CCN(c2ccc(F)cc2)CC1	-18%	2%	-6%	-14%	-10%	-1%	-4	1%	-10%
26	FC(F)(F)c1nc2cc3nc4ccccc4[nH]c3cc2n1	-17%	-15%	-4%	?	-22%	?	9	4%	-74%
27	COc1ccc(C2=CC(=O)C[C@H](c3ccc(Cl)cc3)C2)cc1	12%	nt	15%	-2%	-15%	nt	1	-15%	-11%
28	Cc1cccc(NC(=O)c2ccc(N3CCOCC3)c([N+](=O)[O-])c2)n1	-13%	-11%	-1%	1%	-11%	16%	-11	15%	3%
29	CCCn1c(=O)c2sccc2n2c(CCCC(=O)Nc3ccccc3F)nnc12	1%	-4%	nt	0%	-13%	5%	-7	-6%	0%
30	COc1ccc(-c2noc(CSCC(=O)Nc3ccc(C)cc3Br)n2)cc1OC	-6%	-6%	nt	-5%	-18%	10%	-10	5%	-13%
31	O=C1N=C(N2CCOCC2)S/C1=C/c1ccc(-c2ccc(F)cc2)o1	-7%	-12%	-6%	2%	-25%	?	9	-30%	-7%
32	CCOc1ccc(C(c2c(C)[nH][nH]c2=O)c2c(C)[nH][nH]c2=O)cc1OCC	-7%	-2%	-3%	0%	-4%	42%	15	?	-22%
33	COc1ccc(C(CNC(=O)c2oc3cc(C)c(Cl)cc3c2C)N2CCCCC2)cc1 (centres undefined)	-10%&-8%	-5%&-11%	56%[activator]	-5%&6%	-3%&-14%	45%&0%	-17&-16	33%&19%	-6%
34	Cc1ccc(NC(/C=C/N(C)C)=C/C(=O)C(F)(F)F)c(C)c1	-6%	?	3%	13%	-22%	-4%	-1	0%	-15%
35	Cc1noc(NC(=O)c2ccccc2C(F)(F)F)c1C#N	0%	-3%	5%	-4%	-18%	-12%	-6	14%	0%
36	CCCNC(=O)C(Cc1ccc(F)cc1)NC(=O)c1ccc(C#N)cc1 (centres undefined)	2%	nt	6%	-5%	1%	nt	-2	-8%	-29%

Fetched by structure from above, 2 records:
No.	SMILES	POLK inh	Apoferritin bind	APE1 inh	ERG-DNA inh	Pol eta inh	POLB inh	LDHA inh	RGS4 inh	12-LOX inh
36	CCCNC(=O)C(Cc1ccc(F)cc1)NC(=O)c1ccc(C#N)cc1 (centres undefined)	2%	nt	6%	-5%	1%	nt	-2	-8%	-29%
35	Cc1noc(NC(=O)c2ccccc2C(F)(F)F)c1C#N	0%	-3%	5%	-4%	-18%	-12%	-6	14%	0%

(more compounds)
No.	SMILES	POLK inh	Apoferritin bind	APE1 inh	ERG-DNA inh	Pol eta inh	POLB inh	LDHA inh	RGS4 inh	12-LOX inh
37	CC1CCN(C(=O)CSc2nnc3c(n2)[nH]c2ccccc23)CC1	-26%	1%	41%	-13%	-10%	?	-4	-9%	3%
38	COCC1CCN(C(=O)C2CCC(=O)N(C3CCCC3)C2)CC1 (centres undefined)	-13%	-1%	7%	-3%	-21%	-3%	-3	-3%[56.9 µM]	-9%
39	Cc1cc(C)c2nc(-c3ccco3)cc(C(=O)O)c2c1	22µM*	2%	7.1µM*	4%	22µM*	7.1µM*	-4	?	?
40	CCCCOP(=O)(OCCCC)C(O)c1ccc(F)cc1 (centres undefined)	-6%	-11%	7%	12%	-9%	20%	-1	-11%	-23%
41	N#CC(C#N)=C1SC(=Nc2ccccc2)C(=Nc2ccccc2)N1c1ccccc1	-3%	nt	nt	-1%	-12%	nt	-4	-41%	10%
42	Nc1ccc(Sc2ccccc2Cl)nc1	-1%	nt	nt	2%	-8%	nt	-9	-4%	0%
43	CC(C)CNC(=O)C1CC(=O)OC12CCCCC2 (centres undefined)	-4%	-6%	1%	-6%	-1%	26%	-1	31%	0%
44	O=C(Cn1nc(-c2ccccc2)c2cnc3ccccc3c21)Nc1ccccc1	1%	5%	nt	-6%	-18%	-10%	-7	0%	-19%
45	COc1ccccc1CNC(=O)C1CC2Cn3c(nc4cc5ccccc5cc43)C2N1C (centres undefined)	-18%	nt	10%	2%	-24%	nt	6	17%	-5%
46	Cc1ccc(-c2cc(C(F)F)n3ncc(C(=O)NCc4ccco4)c3n2)cc1	-6%	-10%	-5%	-5%	?	-26%	0	-41%[11.4 µM]	0%
47	CCOC(=O)C1=C(C)N=C2SC(C(=O)OC)=CC(=O)N2C1c1cc(OC)c(OC)c(OC)c1 (centres undefined)	-5%	-2%	-1%	4%	-27%	27%	-2	-41%	1%
48	COc1ccc(CCN2C(=O)CC(N3CCN(S(=O)(=O)c4ccccc4)CC3)C2=O)cc1 (centres undefined)	-7%	-18%	-8%	8%	-5%	?	0	-9%	8%
49	Cc1cc(/C=N/n2cnnc2)c(C)n1-c1ccc2c(c1)OCO2	-7%	-9%	1%	-8%	3%	14%	4	-19%	-18%
50	CCN1CCN(CCC(=O)Nc2cc(OC)ccc2OC)CC1	-14%	-8%	27%	-11%	-7%	1%	1	-44%	?
51	COC(=O)c1cc(NS(=O)(=O)c2ccc(OC)c(OC)c2)ccc1Cl	-3%	0%	11%	0%	-14%	9%	10	4%	-8%

Compound activity from PubChem BioAssay.
